Screening results as filed in PubChem BioAssay.
EPAC1 antag: blocks human EPAC1 exchange factor | EPAC1 GEF assay, Rap1b-BODIPY-GDP exchange fluorescence | O95398 | 360,000 tested, 0.14% active | Potency, µM (highest dose often 115 µM), inactives show at the highest dose activity change, negative = inhibition, most hits filed as inhibitors;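 further: potency means the concentration at half of the fitted maximal effect; plate controls were vehicle for no effect and positive control for full effect; nearly all actives have a fitted effect of over 50% in size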
Abeta rescue: A-beta toxicity reversal in yeast | yeast expressing A-beta42, growth rescue, OD600, 48 h; response scale: 0% DMSO, 100% iron-clioquinol control | Potency, µM (doses to about 46.1 µM), for inactives: at the highest dose growth rescue, most hits filed as activators | 410,000 tested, 0.063% active | AID 1347071; further: potency means the concentration at half of the fitted maximal effect; nearly all actives have a fitted effect of over 55% in size
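Yeast A-beta toxicity model in growth medium with pinned compounds, 48 h at 30 C; growth read as absorbance at 600 nm. Normalized to FeCl3/clioquinol equimolar mix (positive) and DMSO (negative).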
WRN inhibitor: blocks human WRN helicase; WRN helicase unwinding, fluorescent forked duplex, kinetic; Potency, µM (series often up to 114 µM), for inactives: at the highest dose activity change, negative = inhibition, hits mostly inhibitors; 360,000 tested, 0.46% active; further: potency means the concentration at half of the fitted maximal effect; on the % scale 0 is the no-effect control and ±100 the full control effect; nearly all actives have a fitted effect of over 55% in size
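Primary qHTS, 1536-well format. 20 nM WRN + compound, 15 min RT; start with 100 nM forked fluorophore/quencher duplex, 2 mM ATP (final); kinetic read ex 525/em 598 nm.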
EPAC1 agonist: EPAC1 (human) agonism; O95398; EPAC1 agonist qHTS, biochemical assay; response scale: 100% = response to 6.5 mM cAMP; Potency, µM (titrated, usually from 154 µM), for inactives: at the top dose activation, most hits filed as activators; 360,000 tested, 0.073% active; AID 720707; further: potency means the concentration at half of the fitted maximal effect; nearly all actives have a fitted effect of over 60% in size
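Fluorescent GDP-exchange assay: 100 nM EPAC1 with 250 nM Rap1B preloaded with BODIPY-GDP and 50 uM GDP; compounds tested as concentration series, 5 min at room temperature, then read every 5 min for 30 min (ex 480/em 540 nm); normalized to 6.5 mM cAMP.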
IL-2 act: IL-2 activation. IL-2 activation reporter assay, cell-based qHTS; stimulated with anti-CD3/CD4/CD28 beads; in transgenic mouse T cells. activation, % (series mostly up to about 46 µM). 360,000 tested, 0.065% active. AID 652025; in the data active means activation above about 50%; inconclusive means mostly about 30% to 49%; further: 0% is about no effect
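Unstimulated transgenic mouse T cells; 60-min compound exposure; bead-based TCR/CD4/CD28 stimulation; 18 h culture, 37 degrees C; dual fluorescence (EGFP, DsRed) plate cytometry.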
FUS suppressor: rescues growth of FUS-expressing yeast; S. cerevisiae FUS-expressing, growth rescue, OD600, 24 h; Potency, µM (top dose mostly 76.6 µM), for the others: top-dose growth rescue (activation), usual class: activators; 390,000 tested, 0.24% active; AID 1347120;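 further: potency means the concentration at half of the fitted maximal effect; plate controls were DMSO vehicle for no effect and reference control for full effect; nearly all actives have a fitted effect of over 55% in size; some results filed as inactive show a strong effect at the top dose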
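Cultures pregrown in 2.5% raffinose medium are shifted to minimal medium containing 2% galactose to express toxic FUS. Compounds are tested at several concentrations. After 24hr at 30C, growth is quantified at 600 nm absorbance.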
PLK1 PBD block: PLK1 (human) polo-box domain binding inhibition; Potency, µM, for inactives: max response, negative = inhibition, usual class: inhibitors; 360,000 tested, 2.8% active; Plk1 PBD binding of FITC phosphopeptide, fluorescence polarization; AID 720504; further: potency means the concentration at half of the fitted maximal effect; series mostly up to about 57 µM; on the % scale 0 is the no-effect control and ±100 the full control effect; nearly all actives have a fitted effect of over 65% in size
Target sequence (P53350 whole entry, looked up, the tested form may be a part): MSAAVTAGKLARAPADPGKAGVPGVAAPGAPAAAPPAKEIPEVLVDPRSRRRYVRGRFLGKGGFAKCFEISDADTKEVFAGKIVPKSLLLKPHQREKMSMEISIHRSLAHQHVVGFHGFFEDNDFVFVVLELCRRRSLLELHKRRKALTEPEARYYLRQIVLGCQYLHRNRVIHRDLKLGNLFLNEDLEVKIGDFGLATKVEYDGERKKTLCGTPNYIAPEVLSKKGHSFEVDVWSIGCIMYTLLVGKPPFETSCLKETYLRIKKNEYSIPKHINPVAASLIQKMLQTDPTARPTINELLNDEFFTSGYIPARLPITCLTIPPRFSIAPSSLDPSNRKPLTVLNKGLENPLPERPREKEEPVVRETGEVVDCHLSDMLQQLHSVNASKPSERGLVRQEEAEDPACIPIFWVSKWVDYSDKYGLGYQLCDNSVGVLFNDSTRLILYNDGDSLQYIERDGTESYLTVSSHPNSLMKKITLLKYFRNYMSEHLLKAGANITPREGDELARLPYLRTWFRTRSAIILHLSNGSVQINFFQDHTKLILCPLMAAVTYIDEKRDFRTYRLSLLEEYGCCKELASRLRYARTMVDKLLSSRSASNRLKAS
PI5P4Ka inh: PI5P4K alpha (human) kinase inhibition | P48426 | PI5P4Kalpha enzyme, ADP-Glo luminescence, 60 min; active compounds read low | max response, % | 330,000 tested, 1.2% active; active means max response of -50% or lower; inconclusive means between -30% and -50%; inactive means -30% or higher; further: value at the top dose of about 77 µM; on the % scale 0 is the no-effect control and ±100 the full control effect
Target sequence (P48426 whole entry, looked up): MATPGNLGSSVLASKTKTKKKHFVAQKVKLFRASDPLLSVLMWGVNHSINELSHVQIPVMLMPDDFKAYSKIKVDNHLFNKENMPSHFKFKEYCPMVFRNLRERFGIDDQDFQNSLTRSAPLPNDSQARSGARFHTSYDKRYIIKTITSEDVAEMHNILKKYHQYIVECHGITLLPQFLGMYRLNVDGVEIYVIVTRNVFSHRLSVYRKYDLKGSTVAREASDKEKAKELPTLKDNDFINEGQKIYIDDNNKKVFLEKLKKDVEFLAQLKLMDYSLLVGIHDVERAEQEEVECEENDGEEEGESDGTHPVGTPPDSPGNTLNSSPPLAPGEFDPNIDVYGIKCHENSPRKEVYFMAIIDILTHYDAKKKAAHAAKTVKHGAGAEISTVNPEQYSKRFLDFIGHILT
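Enzyme plus substrate dispensed, test compounds pinned in, then ATP (5 microM final) added. After 60 min at RT, ADP-Glo reagent 1 for 45 min and reagent 2 for 30 min preceded luminescence imaging.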
Starred values were filed as active, the others as inactive; ? = inconclusive; . = no result given; & = joins results of further samples; [ ] = another dose, or the depositor's remark. Unless noted, the call rests on the fitted dose curve; in most records, active means well fitted curve in the direction sought with a large enough effect; inconclusive means small, poorly fitted or top-dose-only effect, or another doubt; inactive means no such curve, though single readings can be large; an effect the other way counts as inactive or inconclusive.

structure	EPAC1 agonist	PLK1 PBD block	Abeta rescue	FUS suppressor	PI5P4Ka inh	WRN inhibitor	IL-2 act	EPAC1 antag
CCCc1nc2ccccc2n1C(CCSC)C(=O)NC(C)(C)C (centres undefined)	-1.6%	-3.5%	-6.7%	5.7%	1.5	2.5%	1.6	-12.0%
Cc1cccc(C(=O)NNS(=O)(=O)c2ccc(F)cc2)c1O	4.5%	-5.6%	9.0%	3.5%	2.0	-8.0%	-0.2	2.5%
Cc1onc(-c2ccc(Cl)cc2Cl)c1-c1csc(N/N=C/c2ccccc2)n1	8.9%	-2.3%	15.1%	-3.3%	1.3	-11.7%	0.5	-1.6%
CCN1CCN(c2ccc(S(=O)(=O)N3CCOCC3)cc2NC(=O)/C=C/c2cccc(OC)c2OC)CC1	1.1%	-3.6%	-10.9%	10.6%	-7.1	-2.3%	-1.2	0.5%
CCOC(=O)C(Cc1ccccc1)C(=O)Nc1cccc(C)c1 (centres undefined)	5.8%	-11.1%	-16.2%	-3.2%	-0.5	-30.2%[57.1 µM]	-1.3	0.2%
CSc1ccccc1NC(=O)c1cc(-c2ccc3c(c2)OCO3)on1	0.3%	-4.8%	8.8%	9.4%	-8.7	-5.1%	0.6	8.4%
O=C(NCc1ccc(OC(F)(F)F)cc1)c1ccc2c(c1)S(=O)(=O)c1ccccc1C2=O	-14.6%	-0.9%	-20.1%	-9.4%	-3.9	6.3%	-0.2	-4.6%
COc1cc(/C=C/c2ccc(/C=C/c3cc(OC)c(OC)c(OC)c3)cc2)cc(OC)c1OC	9.0%	-6.8%	-8.9%	.	-3.8	?	-5.3	2.1%
CC1(C)CC(=O)C(C(c2cccc([N+](=O)[O-])c2)C2C(=O)CC(C)(C)CC2=O)C(=O)C1	6.1%	-21.6%	-4.8%	.	2.4	-24.5%	-5.4	-17.5%
O=C(CCc1nc(-c2ccccc2)no1)NCc1ccccc1CN1CCOCC1	6.5%	1.8%	5.2%	28.9%	6.1	-5.9%	0.4	8.9%
CCOCCCN(Cc1ccco1)S(=O)(=O)c1csc(C(N)=O)c1	-7.0%	3.7%	-1.0%	-1.3%	-4.1	9.2%	-1.3	-5.4%
c1ccc(CCNCCCOc2cccc3ccccc23)cc1	5.1%	-14.0%	7.1%	8.1%	17.9	3.9%	-2.0	-6.2%
C=CCNC(=O)c1oc2ccc(S(=O)(=O)N(CC)CC)cc2c1C	5.1%	9.47µM*	-2.5%	?	.	-3.7%	-2.5	11.5%
Cc1cc(C)c2c(c1)cc(C)c1nnc(SCC(=O)Nc3cc(C)on3)n12	3.7%	4.1%	18.8%	1.3%	.	-1.6%[57.1 µM]	0.2	-1.8%
CCOC(=O)c1c(C)c(C(=O)Nc2ccc3c(c2)OCCO3)c(C)n1C	0.1%	-2.1%	2.4%	25.8%	.	-0.9%	0.0	1.4%
CCOC(=O)C(NCc1ccco1)(NC(=O)c1ccc(OC)cc1)C(F)(F)F (centres undefined)	-3.2%	-2.3%	32.1%	-15.7%	-2.9	0.4%	-1.7	-0.7%
Fc1ccccc1Cn1nnc2c(-n3ccnc3)ncnc21	-4.2%	23.8µM*	-10.1%	8.1%	-1.0	-1.1%	-2.7	-0.7%
NS(=O)(=O)c1ccc(CNC(=O)c2cccnc2Cl)cc1	5.9%	-7.6%	3.4%	9.1%	1.3	4.1%	5.8	0.2%
COc1ccc(C(=O)OCC(=O)Nc2sccc2C(N)=O)cc1[N+](=O)[O-]	15.9%	-3.4%	-15.6%	-10.1%	?	-10.3%	-0.1	2.9%
Cc1cccc(C)c1NC(=S)NC(=O)c1ccc(Br)o1	19.6%	5.97µM*	?	1.4%	?	-1.8%	-3.5	-0.7%
CC(=O)c1cnc(Nc2nc(C)c3cc(C)c(C)cc3n2)nc1C	7.9%	-7.7%	-5.0%	10.6%	-0.1	1.6%	-0.7	7.5%
O=[N+]([O-])c1ccc(Sc2nnnn2-c2ccccc2)c(Cl)c1	2.1%	-17.8%	-25.8%	5.0%	.	-2.4%	-0.6	-1.2%
CN1CCN(c2ccc(S(=O)(=O)N3CCCCC3)cc2NC(=O)c2ccc3ccccc3c2)CC1	-1.0%	-2.8%	0.4%	.	-2.7	-3.5%	-0.2	-19.4%
O=C(COc1ncnc2c(Cl)cc(Cl)cc12)NC1CCCCCC1	-3.0%	-7.6%	9.4%	27.0%	-2.7	4.3%	-2.6	-9.2%
O=C(CN1CCN(Cc2ccccc2)CC1)NCc1ccccc1Cl	1.1%	-2.8%	5.9%	16.0%	5.2	3.1%	-0.4	0.2%
O=C(Cn1c(=O)c2cccn2c2ccc(F)cc21)NCCCN1CCN(c2ccccc2F)CC1	-8.8%	-1.5%	7.2%	4.4%	0.2	-1.0%	-3.0	5.9%
COc1ccc(C2C(C(C)=O)=C(C)Nc3ncnn32)cc1OC (centres undefined)	-6.3%	-1.0%	-12.0%	-11.0%	-6.4	10.9%	-1.7	4.0%
O=C(Nc1ccccn1)NC1CCCCC1	-9.0%	-15.1%	-13.5%	26.9%	7.8	-5.0%	-0.5	0.5%
CC(=O)NC(c1cccc(F)c1)c1nc(/C=C/c2ccccc2)cs1 (centres undefined)	-6.6%	-10.9%	-2.7%	-2.3%	5.0	1.1%	-0.5	-9.4%
CCC1CN(C(=O)NCc2ccc(F)cc2)c2ccccc2O1 (centres undefined)	6.1%	0.8%	1.9%&8.5%	15.5%&-2.2%	4.4	0.8%	1.8	10.4%
Cc1ccc(S(=O)(=O)N(CC2CO2)c2cccc([N+](=O)[O-])c2)cc1 (centres undefined)	-2.9%	-16.4%	-22.7%	-8.5%	12.9	-5.2%	-2.9	-3.4%
NNc1nc2sc3c(c2c(=O)n1C1CCCCC1)CCN(Cc1ccccc1)C3	0.5%	3.2%	-5.9%	-19.2%	8.2	-7.4%	0.0	-12.4%
Cc1ccc(SCC(=O)NNC(=O)C2CCCCC2)cc1	-7.5%	-2.7%	11.4%	13.9%	.	-1.5%	2.9	-1.2%
Cc1ccc(CNc2ccc3c(c2)ncn3C)cc1	5.1%	-12.1%	0.0%	-10.6%	.	-1.6%	-0.7	0.8%
CC(C)(C)C(=O)Nc1cc(S(=O)(=O)Nc2ccc(Cl)cc2)ccc1Cl	6.2%	-8.1%	16.4%	39.1%	5.3	3.0%	-0.7	-15.6%
O=C(CN1C(=O)C2CC=CCC2C1=O)Nc1ccc(-c2nnc3n2CCCCC3)cc1 (centres undefined)	2.5%	-2.9%	4.2%	-2.9%	4.6	-6.1%	-0.2	-8.4%
O=C(CCn1c(=O)[nH]c2ccsc2c1=O)N1CC(=O)N(CCc2ccccc2)C(=O)C1	0.5%	-0.8%	-6.8%	14.4%	.	6.9%	0.0	8.5%
CC(=O)c1ccc(NC(=O)CSc2nc(C)cc(C)c2C(N)=O)cc1	2.5%	-12.3%	0.4%	12.5%	0.7	2.7%	1.3	-4.1%
COc1ccc(CN2CC(C(=O)NCc3ccccn3)CC2=O)cc1 (centres undefined)	7.5%	-11.7%	6.8%	24.5%	7.0	-7.5%	0.7	-5.2%
COc1cc(-n2c(C)nc3cc(C(=O)O)ccc32)cc(OC)c1OC	-7.7%	-4.8%	-1.9%	-4.7%	-2.4	-11.5%	-2.2	11.0%
Cc1cccc(C(=O)Nc2ccc(O)cc2)c1	-3.0%	-2.3%	-11.2%	6.3%	-1.2	0.5%	1.4	8.1%
N#Cc1ccc(C(=O)OCC(=O)N2CCCC2)cc1	2.1%	-4.8%	-5.3%	-7.9%	1.3	-25.3%	1.8	-25.2%
CCOc1ccccc1N1C(=O)c2ccc(C(=O)O)cc2C1=O	0.0%	-1.3%	9.9%	1.9%	3.1	-6.5%	0.1	-1.3%
CCN(CC)c1ccc2cc(NC(=O)CCC(=O)O)c(=O)oc2c1	?	?	-4.0%	-0.1%	.	-8.7%	0.8	26.1%
Cc1ccc(S(=O)(=O)N2CC(O)CC2C(=O)Nc2ccc3c(c2)CCC3)cc1 (centres undefined)	0.5%	2.0%	1.7%	26.2%	-0.3	1.0%	-2.5	-0.8%
COC(=O)COc1ccc(C)cc1-n1nc2ccccc2n1	2.5%	5.3%	-29.2%	5.3%	6.4	-3.8%[57.1 µM]	-0.9	-20.2%
C#CCOCCOCCOCCNc1nc(N2CCN(C(=O)[C@H](CCC(=O)O)n3cc(C(N)CC(C)C)nn3)CC2)nc(N2CCN(C(=O)[C@H](CCC(=O)O)n3cc(C(N)CC(C)C)nn3)CC2)n1 (some centres undefined)	2.2%	4.9%	-12.6%	12.5%	0.7	2.9%	-0.4	-5.8%
COc1ccccc1C(=O)C1CCCN(C(=O)c2snnc2C)C1 (centres undefined)	-6.6%	5.4%	-3.0%	14.2%	2.7	-0.9%	-0.6	9.4%
COc1cccc(CNc2ncnc3cc(Cl)ccc23)c1	-9.9%	-10.6%	-5.8%	10.1%	-0.6	3.2%	2.3	-10.0%
CSC(=NCCCN1CCOCC1)NS(=O)(=O)c1cccs1	-2.4%&-5.6%	-10.4%&1.5%	0.2%&15.0%	9.7%&12.5%	-0.2&-3.1	-2.1%&5.1%	-0.2&-0.1	-3.2%&-3.3%

(further entries)
structure	EPAC1 agonist	PLK1 PBD block	Abeta rescue	FUS suppressor	PI5P4Ka inh	WRN inhibitor	IL-2 act	EPAC1 antag
Cc1nn(CC(O)Cn2c3c(c4ccccc42)CCN(C)C3=O)c(C)c1Br (centres undefined)	4.6%	-1.1%	-3.3%	20.0%	.	3.8%	-1.2	3.7%
COc1ccc(CNn2c(-c3cccc(C)c3)nc3ccccc3c2=O)cc1OC	9.0%	-9.6%	-21.8%	22.5%	.	-14.4%	0.5	-3.2%
CC(C)NC(=O)Cn1cnc2c1c(=O)n(C)c(=O)n2C	0.2%	-1.9%	0.1%	22.3%	-4.1	2.0%	-1.2	-7.1%
COc1ccc(NC(=O)Cn2nnc(C(=O)Nc3ccc(F)c(Cl)c3)c2N)cc1OC	-9.2%	-8.7%	-7.8%&-20.0%	-18.9%&4.1%	-0.8	-15.3%	-1.1	-24.5%
O=C(CS(=O)(=O)c1ccc(Cl)c(Cl)c1)Nc1ccccc1Cl	-2.7%	-6.1%	-10.5%	9.1%	1.8	-4.3%	0.4	12.2%
Cc1nc2nc(Cc3ccccc3)nn2c(C)c1Cl	5.5%	-8.2%	7.8%	11.4%	.	3.9%	-2.4	12.2%
